Screens: PubChem, National Center for Advancing Translational Sciences (NCATS)
MBNL1-CUG inh: blocks human MBNL1 binding to CUG repeat RNA; AID 2675; Q9NR56; Potency, µM (series often up to 57.5 µM), inactives show top-dose activity change, negative = inhibition, hits mostly inhibitors; actives 0.036% (n = 280,000); TR-FRET MBNL1-His/biotin-(CUG)12 binding, 665/545 ratio; active means well fitted inhibition curve with a large enough effect in the signal ratio, with a control signal flat, not every such curve was filed as active; inconclusive means small, poorly fitted or top-dose-only effect, or effect the other way, or a change in a side signal; inactive means no such curve, though single readings can be large or run the other way; the % refers to the signal ratio; further: potency means the concentration at half of the fitted maximal effect; on the % scale 0 is the no-effect control and ±100 the full control effect
Target sequence (Q9NR56 whole entry, looked up): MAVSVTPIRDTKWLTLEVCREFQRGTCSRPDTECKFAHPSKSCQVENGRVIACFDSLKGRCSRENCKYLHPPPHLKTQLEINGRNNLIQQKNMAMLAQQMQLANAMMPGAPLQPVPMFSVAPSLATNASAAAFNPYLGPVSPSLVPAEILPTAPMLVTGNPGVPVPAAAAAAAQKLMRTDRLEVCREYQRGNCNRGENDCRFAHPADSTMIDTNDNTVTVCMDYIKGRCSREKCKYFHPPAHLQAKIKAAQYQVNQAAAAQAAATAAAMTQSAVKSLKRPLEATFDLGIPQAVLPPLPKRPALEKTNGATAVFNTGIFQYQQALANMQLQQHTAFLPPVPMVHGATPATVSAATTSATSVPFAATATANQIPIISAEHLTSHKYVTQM
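Compounds (final 92 nM to 58 uM) are added to His-tagged MBNL1 and biotin-(CUG)12, then terbium anti-His antibody and streptavidin-XL665 (5 nM final). After 60 min at room temperature, the 665/545 nm ratio is read.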
ASM inhibitor: inhibitors of human secretory acid sphingomyelinase; P17405; Potency, µM (highest dose often 57.5 µM), inactives show at the highest dose activity change, negative = inhibition, most hits filed as inhibitors; placental ASM, HMU-PC fluorogenic substrate, 60 min; AID 504937; actives 0.006% (n = 340,000); further: potency means the concentration at half of the fitted maximal effect
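Steps: dispense placental human ASM, pin compound, wait 10 min at room temperature, add HMU-PC0 substrate at 9 uM final, incubate 60 min at 37 °C, add stop solution raising pH to 10, read fluorescence.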
Mito fusion yeast: blocks mitochondrial division or promotes mitochondrial fusion; Potency, µM (series often up to 46.1 µM), for the others: at the top dose growth rescue (activation), hits mostly activators; actives 0.23% (n = 320,000); S. cerevisiae fusion-defective mutant growth rescue, CellTiterGlo 48 h;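 further: potency means the concentration at half of the fitted maximal effect; % of control where 0% means no effect; nearly all actives have a fitted effect of over 45% in size; temperature-sensitive fusion mutants such as fzo1-1 at 37 °C on non-fermentable ethanol glycerol medium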
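Compounds are tested for their ability to restore growth of mitochondrial fusion-defective yeast strains at non-permissive 37C in YPEG medium over 48 hours. Viability is quantified by luciferase luminescence.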
TSG101-PTAP inh: blocks PTAP/TSG101 interaction to inhibit HIV-1 budding. Q99816. Fluorescence polarization, FITC-PTAP peptide / Tsg101 binding. Potency, µM (titrated, usually from 115 µM), without a hit: at the highest dose activity change, negative = inhibition, actives largely listed as inhibitors. 340,000 tested, under 10 active; active means well fitted inhibition curve with a large enough effect in the main read-out, with a control signal flat, not every such curve was filed as active; inconclusive means small, poorly fitted or top-dose-only effect, or effect the other way, or a change in a side signal; inactive means no such curve, though single readings can be large or run the other way; further: potency means the concentration at half of the fitted maximal effect; % of control where 0% means no effect
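FP read-out: FITC-PTAP peptide, 50 nM final, binding Tsg101 binding domain, 10 uM final; 20 min, r.t.; 10 mM HEPES pH 7.5, 0.15 M NaCl, 0.01% Tween 20, 3 mM EDTA, 0.1 mM TCEP.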
A-T KAP1 phos: potential ataxia-telangiectasia treatments restoring KAP-1 phosphorylation | […] A-T fibroblasts, KAP-1 phosphorylation AlphaLISA; neocarzinostatin DNA damage 30 min before lysis | Potency, µM (series often up to 57.5 µM), for the others: at the highest dose activation, actives largely listed as activators | actives 0.19% (n = 320,000); further: potency means the concentration at half of the fitted maximal effect; % of control where 0% means no effect; nearly all actives have a fitted effect of over 45% in size
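hTERT-immortalized A-T patient fibroblasts ([…]), 500 cells/well in OPTI-MEM, 1% FBS, got compounds for 60 min, then NCS for 30 min at 37C. Lysates were then assayed for phospho-KAP-1 by AlphaLISA (anti-pKAP1 donor, anti-KAP1 acceptor beads), 6 hr at 25C.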
a7 integrin act: integrin-mediated muscular dystrophy alleviation activation. alpha7betagal myoblasts, beta-gal FDG fluorescence, 48 h. Potency, µM (highest dose often 38.3 µM), for inactives: top-dose activation, actives largely listed as activators. actives 0.064% (n = 350,000). AID 624291;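 further: potency means the concentration at half of the fitted maximal effect; 100% = response of the positive control SU9516; nearly all actives have a fitted effect of over 60% in size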
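Alpha7betagal+/- myoblasts (passage 13) were plated 16-24 hr, then exposed to compounds (1:260 dilution of DMSO stock) for 48 hours at 37C. After MPER lysis, β-galactosidase reporter activity was read as FDG fluorescence (ex 480/em 540) after 30 minutes.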
Menin MLL FP TR: menin-MLL binding inhibition, Texas Red mutant peptide. Menin + Texas Red MLL mutant peptide, fluorescence polarization. Potency, µM (titrated, usually from 61.6 µM), for inactives: top-dose FP activity change, negative = inhibition, usual class: inhibitors. O00255. actives 0.23% (n = 270,000); active means well fitted inhibition curve with a large enough effect in the polarisation, with a control signal flat, not every such curve was filed as active; inconclusive means small, poorly fitted or top-dose-only effect, or effect the other way, or a change in a side signal; inactive means no such curve, though single readings can be large or run the other way; the % refers to the polarisation; further: potency means the concentration at half of the fitted maximal effect; % of control where 0% means no effect; many of its hits are not listed in these tables
Target sequence (O00255 whole entry, looked up): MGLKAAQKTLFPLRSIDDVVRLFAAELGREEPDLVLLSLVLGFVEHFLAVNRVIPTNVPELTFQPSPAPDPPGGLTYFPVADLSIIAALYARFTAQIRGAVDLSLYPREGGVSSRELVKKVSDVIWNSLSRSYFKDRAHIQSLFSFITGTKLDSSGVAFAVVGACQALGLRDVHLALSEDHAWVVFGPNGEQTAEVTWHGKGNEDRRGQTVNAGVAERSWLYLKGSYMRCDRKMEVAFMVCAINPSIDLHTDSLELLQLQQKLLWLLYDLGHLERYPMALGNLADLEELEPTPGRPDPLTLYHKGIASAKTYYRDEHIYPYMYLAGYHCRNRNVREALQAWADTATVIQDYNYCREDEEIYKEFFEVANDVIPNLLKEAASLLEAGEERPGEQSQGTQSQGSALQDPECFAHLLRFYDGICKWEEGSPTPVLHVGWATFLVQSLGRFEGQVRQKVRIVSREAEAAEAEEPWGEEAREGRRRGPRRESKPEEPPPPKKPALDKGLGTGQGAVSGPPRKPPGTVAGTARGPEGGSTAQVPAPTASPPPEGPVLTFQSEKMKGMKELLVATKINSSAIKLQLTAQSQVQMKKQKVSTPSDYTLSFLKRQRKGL
TCR act: activators of T cell receptors. primary human leukocytes, anti-CD3, IL-2 HTRF, 48 h. Potency, µM (highest dose often 9.22 µM), for the others: at the highest dose activation of IL-2 secretion, most hits filed as activators. 330,000 tested, under 10 active; further: % of control where 0% means no effect
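Primary human leukocytes receive a-CD3 beads and test compound and are incubated 48 hr. Secreted IL-2 is then assayed by HTRF, measuring 665nm acceptor emission after 320nm excitation of the europium donor.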
MLL CXXC-DNA inh: MLL CXXC-DNA interaction inhibition | AID 2662 | Potency, µM (titrated, usually from 115 µM), without a hit: at the highest dose activity change, negative = inhibition, hits mostly inhibitors | MLL-CXXC / FITC-HOXA9 DNA fluorescence polarization | actives 0.037% (n = 290,000) | Q03164; active means well fitted inhibition curve with a large enough effect in the polarisation, with a control signal flat, not every such curve was filed as active; inconclusive means small, poorly fitted or top-dose-only effect, or effect the other way, or a change in a side signal; inactive means no such curve, though single readings can be large or run the other way; the % refers to the polarisation; further: potency means the concentration at half of the fitted maximal effect
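Steps: dispense CXXC domain solution (7 uM) → pin compounds or unlabeled HOX-A9 DNA control → 5 min ambient → add FLSN-HOX-A9 solution (50 nM) → spin → 30 min ambient → fluorescence polarization. Tris pH 7.5/NaCl/DTT/BSA buffer.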
TSHR antagonist: blocks TSH signaling through the human TSH receptor. P16473. TSHR-expressing cells, TSH-stimulated cAMP HTRF, 2 h; hits give low values. activity change, negative = inhibition, % at 11.5 µM. actives 0.2% (n = 330,000);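 active means activity change below a set negative limit, meaning inhibition stronger than a set level, cut at about -70% in these data; inconclusive means activity change between two set negative limits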; further: on the % scale 0 is the no-effect control and ±100 the full control effect
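TSHR-expressing cells were treated with compounds, then stimulated with TSH at EC80 (4nM final) for 2 hours at 37 deg C. Cellular cAMP was measured by HTRF competition between lysate cAMP and cAMP-d2 for a cryptate-labelled anti-cAMP antibody.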
Active calls of the source: *; ? = inconclusive; . = not tested or not shown; & = joins results of further samples; [ ] = remark or other dose. Unless noted, the call rests on the fitted dose curve; in most records, active means well fitted curve in the direction sought with a large enough effect; inconclusive means small, poorly fitted or top-dose-only effect, or another doubt; inactive means no such curve, though single readings can be large; an effect the other way counts as inactive or inconclusive. Only part of the results is shown, so the mix of outcomes need not match the whole.

Order of results: MBNL1-CUG inh	ASM inhibitor	Mito fusion yeast	TSG101-PTAP inh	A-T KAP1 phos	a7 integrin act	Menin MLL FP TR	TCR act	MLL CXXC-DNA inh	TSHR antagonist
#1 COc1cc(OC)cc(C(=O)Nc2ccc3c(c2)CCCN3C(=O)c2cccs2)c1
  -5%	-9%	1%	-8%	6%	-5%	.	-3%	5%	4
#2 O=C(N/N=C/c1ccc(Br)o1)/C(=C/c1ccc([N+](=O)[O-])cc1)NC(=O)c1ccccc1
  ?	-5%	0%	1%	1%	8%	11%	-2%	-22%	-1
#3 O=c1nc(NC2CCCC2)ccn1Cc1cccc(Br)c1
  -8%	3%	-1%	-10%	-12%	-6%	-25%	.	-7%	-3
#4 CC(=O)C1=C(C)NC(=O)NC1c1ccc2c(c1)OCO2 (stereo not drawn)
  -3%	30%	4%	-4%	6%	-19%	11%	3%	50%	15
#5 CC(/C=C/c1ccc(N(C)C)cc1)=N\N=C1\NC(=O)CC(C(=O)Nc2ccccc2)S1 (stereo not drawn)
  5%	-10%	25%	10%	-16%	-33%	?	2%[46.1 µM]	?	10
#6 CC(=O)/C(=N/Nc1ccccc1)Sc1nnc(CCc2ccccc2)n1-c1ccccc1
  32%[activator]	-9%	2%	-1%	1%	19%	-10%	-4%[46.1 µM]	27%	32
#7 O=C(Nc1nc(-c2ccccn2)cs1)c1cccc(-n2cnnn2)c1
  6%	-1%	-2%	0%	13%	-25%	.	7%	20%	1
#8 CCC(C(=O)NC1CCCC1)N(Cc1cccs1)C(=O)Cn1nnc(-c2ccc(OC)c(OC)c2)n1 (stereo not drawn)
  ?	-8%	6%	-6%	.	-21%	4%	3%[46.1 µM]	-3%	3
#9 CC(=O)Nc1ccc(NC(=O)CN(c2ccc([N+](=O)[O-])cc2)S(=O)(=O)c2ccccc2)cc1
  ?	-7%	-5%	1%	-5%	10%	?	-12%	0%	-6
#10 CCn1c(COc2ccc(Cl)cc2)nnc1SCc1ccc(C#N)cc1
  -10%	2%	3%	-3%	1%	?	2%	1%	-1%	-6
#11 O=C(NCc1ccc2c(c1)OCO2)c1ccc2c(c1)OCO2
  -2%	2%	-9%	-1%	32%	7%	.	3%	4%	8
#12 CCCCN1CN=C(Nc2nc3ccccc3o2)NC1
  -10%	5%	-5%	.	0%	13%	12%	.	7%	6
#13 COc1ccc(OCC(=O)N/N=C(/C)Cc2ccccc2)cc1
  -22%	3%	0%	-7%	-3%	6%	-14%	-8%[46.1 µM]	6%	2
#14 CC12CCC(=O)N1C(C(=O)NNC(=O)COc1ccccc1Cl)CS2 (stereo not drawn)
  .	4%	-1%	-6%	3%	-19%	.	-2%	.	-2
#15 O=C(NC1CCCCC1)C(c1ccc(F)cc1)N(CCCN1CCOCC1)C(=O)c1ccc(CN2CCOCC2)o1 (stereo not drawn)
  2%	4%	0%	0%	0%	-18%	-3%	5%	-2%	-2
#16 Cc1cc(C)n(C(=O)CCC2COc3ccccc3O2)n1 (stereo not drawn)
  -3%	1%	0%	-4%	4%	7%	13%	0%	-2%	13
#17 CSc1cccc(NC(=O)CSc2ncccc2C(=O)Oc2cccc([N+](=O)[O-])c2)c1
  26%	-2%	5%	-1%	-1%	0%	-6%	-1%[46.1 µM]	14%	-9
#18 COC(=O)c1ccc(NC(=O)CSc2nncn2C)cc1
  -1%	2%	1%	0%	0%	10%	4%	-2%	-19%	3
#19 CCOC(=O)C1C(C)N=C2SCC(=O)N2C1c1cccc(Br)c1 (stereo not drawn)
  6%	-7%	4%	-4%	-6%	5%	?	0%	-5%	-15
#20 CCOC(=O)CC(NC(=O)c1ccco1)c1ccc(OC)cc1 (stereo not drawn)
  1%	1%	-1%	0%	-2%	12%	7%	1%	10%	2
#21 COc1ccccc1C(=O)NCCC(=O)NCC1CCCCC1
  .	0%	.	-3%	8%	3%	.	-4%[46.1 µM]	.	-2
#22 C=CCN=C1N[C@@H](c2ccccc2)C(C(=O)OC)=C(C)N1CCOC
  -3%&-7%	12%	0%&-2%	-3%	-5%&1%	0%	-2%&-3%	-2%	-1%&-7%	-5&17
#23 N#CNC1=NCN(CCc2ccccc2)CN1
  2%	3%	-1%	-1%	3%	-14%	5%	-1%	-2%	2
#24 CCN(CC(=O)N1CCCC1)S(=O)(=O)c1ccc(Br)cc1
  6%	0%	3%	-5%	-2%	7%	-8%	0%	1%	-1
#25 O=C(O)c1cccc(S(=O)(=O)Nc2ccc(OCc3ccccc3)cc2)c1
  -6%	-14%	2%	-2%	2%	?	?	-6%	2%	-17
#26 O=C(NNC(=O)c1ccccc1[N+](=O)[O-])Nc1ccccc1C(F)(F)F
  15%	-5%	19%	-8%	-3%	20%	5%	0%	5%	3
#27 COc1ccc(-n2nc(C(=O)N(C)C3CCCCC3)c3ccccc3c2=O)c(OC)c1
  1%	2%	-5%	-3%	1%	3%	-1%	2%	0%	9
#28 Cc1cc(C)n(-c2c(F)c(F)c(CN3CCOCC3)c(F)c2F)n1
  -10%	2%	0%	-2%	-1%	-16%	10%	1%	0%	-9
#29 Cc1cc(C(=O)NP(=O)(N2CCOCC2)N2CCOCC2)c(C)n1-c1ccc(Br)cc1
  -7%	-1%	-1%	3%	10%	1%	1%	-5%[46.1 µM]	18%	25
#30 O=C(Nc1ccc2c(c1)OCCO2)c1cccc(Br)c1
  -5%	-2%	-2%	-3%	-11%	-17%	22%	0%	2%	-1
#31 CC1(c2ccc3c(c2)OCO3)NC(=O)N(CC(=O)Nc2ccccc2[N+](=O)[O-])C1=O (stereo not drawn)
  .	10%	5%	1%	1%	-18%	.	7%	.	-4
#32 COc1ccc(/C=C(\C)C(=O)c2c(C)cc(C)[nH]c2=O)cc1
  .	-7%	.	-1%	.	5%	.	3%	.	.
#33 S=C1NC(c2ccccc2)=NCN1c1ccc(Br)cc1
  -2%	-1%	4%	-8%	1%	-10%	1%	0%	-5%	-3
#34 O=C(CSc1nc2ccccc2o1)Nc1ccc(Cl)cc1
  0%	-1%	13%	-6%	2%	2%	7%	3%	1%	-1
#35 Cc1ccc(S(=O)(=O)N2CCN(C(=O)COC(=O)c3ccc(Cl)nc3)CC2)c(C)c1
  .	1%	-6%	-5%	-11%	-5%	.	.	.	10
#36 COc1ccc(-n2c(=O)[nH]cc(C(=O)Nc3ccc4c(c3)OCCO4)c2=O)cc1OC
  -2%	0%	1%	.	1%	-36%	33%[activator]	4%	-1%	4
#37 O=C(O)C1C2CCC(C2)C1C(=O)NCCc1cccc(Cl)c1 (stereo not drawn)
  -4%	1%	0%	-2%	2%	9%	-10%	-1%	-5%	-2
#38 COc1ccc(-n2c(-c3ccc(Cl)cc3Cl)n[nH]c2=S)c(OC)c1
  -7%	-3%	-4%	-5%	-2%	-1%	26%	-2%	-5%	-1
#39 O=C(c1ccc(CN2CCOCC2)cc1)N1CCN(Cc2ccccc2)CC1
  4%	2%	-5%	-4%	11%	-3%	-8%	-3%	-12%	9
#40 C#CCNc1cc(-c2ccccc2)nc2ncnn12
  1%	-1%	-3%	-4%	-3%	0%	10%	-1%	6%	-12
#41 C/C(=N\NC(=O)COc1ccc([N+](=O)[O-])cc1)c1ccco1
  .	-4%	-6%	-6%	9%	26%	.	51%	.	0
#42 CC1CN(CCOCCSc2ccccc2)CC(C)O1 (stereo not drawn)
  1%	4%	0%	-6%	0%	5%	-1%	-3%	3%	-8
#43 C=C(C)CSc1nc2nc(C)cc(C)n2n1
  4%	1%	1%	-8%	1%	-8%	14%	3%	0%	-14
#44 Nc1nncn1C(=O)c1ccccc1Cl
  0%	0%	-6%	-1%	1%	12%	-8%	9%	40%[activator]	10
#45 COc1ccc2c(-c3ccccc3)cc(=S)[nH]c2c1
  18%	-4%	.	-2%	.	-6%	-1%	0%	?	6
